Compound activity deposited in PubChem BioAssay by National Center for Advancing Translational Sciences (NCATS).
pAkt inh = Akt phosphorylation inhibition; 360,000 compounds, 0.32% hits; Neuro2A IGF-stimulated pAkt S473 HTRF, 20 min; stronger effect = lower value; activity change, % for hits at 50 µM; in the data active means activity change below about -80%; inconclusive means mostly about -51% to -80%; further: on the % scale 0 is the no-effect control and ±100 the full control effect
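Single-point screen (50 µM final compound) in Neuro2A cells stimulated 20 min with 6 nM IGF at 37 deg C. After lysis, Ser473-phosphorylated Akt read by HTRF (ex 330 nm, em 615/665 nm) as the 665/615 ratio.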
TDP-43 yeast inh = rescues yeast growth from TDP-43 toxicity; TDP-43 expressing yeast growth rescue, BacTiter-Glo, 24 h; Potency, µM (doses to about 46.1 µM), for inactives: at the top dose growth rescue (activation), hits mostly activators; 410,000 compounds, 1.8% hits; AID 652104; further: potency means the concentration at half of the fitted maximal effect; % of control where 0% means no effect; nearly all actives have a fitted effect of over 50% in size
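Yeast cells expressing TDP-43 under galactose induction are exposed to compounds for 24 hr at 30 deg C. BacTiter-Glo luminescence measures growth, so protective compounds score as activators.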
GLP-1R agonist = GLP-1 receptor (human) agonism; P43220; HEK293 GLP-1R CRE-luciferase, luminescence, 4-6 h; cells express a hypersensitive GLP-1R form; Potency, µM (series often up to 45.6 µM), without a hit: at the highest dose activation, most hits filed as activators; 380,000 compounds, 0.007% hits; AID 624172; further: potency means the concentration at half of the fitted maximal effect; % of control where 0% means no effect
Target sequence (P43220 whole entry, looked up): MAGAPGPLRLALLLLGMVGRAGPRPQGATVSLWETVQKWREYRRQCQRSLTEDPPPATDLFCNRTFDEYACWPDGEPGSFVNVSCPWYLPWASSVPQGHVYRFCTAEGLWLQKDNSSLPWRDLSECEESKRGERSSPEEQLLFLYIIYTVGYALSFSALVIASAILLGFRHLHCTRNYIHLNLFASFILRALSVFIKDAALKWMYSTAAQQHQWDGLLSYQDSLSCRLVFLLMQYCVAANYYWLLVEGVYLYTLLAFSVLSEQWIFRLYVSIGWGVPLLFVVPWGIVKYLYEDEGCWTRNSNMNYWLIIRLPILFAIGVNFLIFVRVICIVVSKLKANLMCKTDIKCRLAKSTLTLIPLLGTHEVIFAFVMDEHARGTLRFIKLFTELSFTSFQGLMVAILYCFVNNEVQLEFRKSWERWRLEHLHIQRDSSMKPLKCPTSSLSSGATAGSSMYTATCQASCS
PTHR1 agonist = activates the human parathyroid hormone receptor PTHR1 | Q03431 | Potency, µM (doses to about 115 µM), for the others: at the highest dose activation, actives largely listed as activators | AID 743266 | HEK293 GP2 PTHR1 cells, GloSensor cAMP luminescence, 1 h | 410,000 compounds, 0.075% hits; further: potency means the concentration at half of the fitted maximal effect; nearly all actives have a fitted effect of over 55% in size; some results filed as inactive show a strong effect at the top dose; inactives centre near -15; many of its hits are not listed in these tables
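HEK-293-derived GP2 cells expressing PTHR1 and a GloSensor cAMP reporter, 3,000/well, plated overnight, given luciferin plus IBMX (each 0.5 mM as added) for 1 h at 37 °C, then compound for 1 h at 37 °C. Luminescence was read after 15 min at room temperature.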
Abeta rescue = compounds reversing amyloid beta toxicity in yeast; yeast expressing A-beta42, growth rescue, OD600, 48 h; response scale: 0% DMSO, 100% iron-clioquinol control; Potency, µM (doses to about 46.1 µM), for the others: top-dose growth rescue, actives largely listed as activators; 410,000 compounds, 0.063% hits; further: potency means the concentration at half of the fitted maximal effect; nearly all actives have a fitted effect of over 55% in size
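Yeast growth medium received pinned compounds, then yeast cells expressing toxic A-beta were added; plates incubated at 30 C for 48 hr. Growth read as absorbance at 600 nm, normalized to DMSO and equimolar FeCl3 plus clioquinol controls.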
aSyn yeast inh = rescues yeast growth from alpha-synuclein toxicity. 370,000 compounds, 0.14% hits. Yeast expressing alpha-synuclein, growth rescue, BacTiter-Glo, 24 h. Potency, µM (series often up to 46.1 µM), for the others: top-dose growth rescue (activation), usual class: activators; further: potency means the concentration at half of the fitted maximal effect; % of control where 0% means no effect; nearly all actives have a fitted effect of over 65% in size
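Readout is rescue of growth in alpha-synuclein-expressing yeast, so inhibitors of toxicity appear as activators. Growth after 24 hr at 30 deg C in galactose medium is quantified by luminescence.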
FUS suppressor = suppressors of FUS proteinopathy in yeast; S. cerevisiae FUS-expressing, growth rescue, OD600, 24 h; Potency, µM (highest dose often 76.6 µM), without a hit: at the top dose growth rescue (activation), actives largely listed as activators; 390,000 compounds, 0.24% hits;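 further: potency means the concentration at half of the fitted maximal effect; plate controls were DMSO vehicle for no effect and reference control for full effect; nearly all actives have a fitted effect of over 55% in size; some results filed as inactive show a strong effect at the top dose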
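Yeast FUS proteinopathy model; galactose-induced FUS (2%), starting OD 0.005. Cpds in dilution series, 24hr, 30C, 99% humidity. Abs 600 nm growth. Pos ctrl CP55940 (top 92uM final); neg ctrl DMSO.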
GLP-1R inv ag = GLP-1 receptor (human) inverse agonism; P43220; HEK293 GLP-1R CRE-luciferase, luminescence, 24 h; GLP-1R form is constitutively active; Potency, µM (doses to about 38.3 µM), without a hit: at the highest dose activity change, negative = inhibition, actives largely listed as inhibitors; 410,000 compounds, 1.6% hits; AID 624417; further: potency means the concentration at half of the fitted maximal effect; on the % scale 0 is the no-effect control and ±100 the full control effect; nearly all actives have a fitted effect of over 55% in size
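HEK293 cells stably co-expressing constitutively active GLP-1R and a cAMP-responsive luciferase reporter were seeded in DMEM with 10% Nu serum, given compounds after 12 h, and incubated 24 h at 37 deg C. Luminescence was then read.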
D3 antag = D3 dopamine receptor (human) antagonism. D3R cells, DiscoveRx beta-arrestin luminescence, antagonist mode; stronger effect = lower value. P35462. AID 652054. 360,000 compounds, 2.5% hits. max response, negative = inhibition, %; in the data active means max response below about -50%; inconclusive means no clear call, values can overlap the other calls; further: on the % scale 0 is the no-effect control and ±100 the full control effect; mostly tested at two doses, the higher about 12 µM
Target sequence (P35462 whole entry, looked up): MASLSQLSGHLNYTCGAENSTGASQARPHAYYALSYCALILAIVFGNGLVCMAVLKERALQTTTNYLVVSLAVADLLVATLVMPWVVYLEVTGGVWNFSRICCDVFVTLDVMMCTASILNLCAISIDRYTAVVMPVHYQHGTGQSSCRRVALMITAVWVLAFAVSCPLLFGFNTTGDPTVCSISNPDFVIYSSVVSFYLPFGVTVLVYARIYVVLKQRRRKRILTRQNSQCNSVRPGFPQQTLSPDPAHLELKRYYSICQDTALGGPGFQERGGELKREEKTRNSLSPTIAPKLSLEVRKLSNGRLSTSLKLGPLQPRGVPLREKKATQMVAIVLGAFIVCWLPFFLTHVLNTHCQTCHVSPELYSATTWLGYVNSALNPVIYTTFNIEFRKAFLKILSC
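Cells plated overnight at 1500 cells/well, then exposed to library compounds with dopamine controls for 90 minutes at 37 degrees C. DiscoveRx reagent added for 30–60 minutes at room temperature; luminescence read, quantitative HTS format.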
An asterisk follows results filed as active; i = inactive; ? = inconclusive; . = no result given; [ ] = remark or other dose. Unless noted, the call rests on the fitted dose curve; in most records, active means well fitted curve in the direction sought with a large enough effect; inconclusive means small, poorly fitted or top-dose-only effect, or another doubt; inactive means no such curve, though single readings can be large; an effect the other way counts as inactive or inconclusive.

SMILES | pAkt inh | TDP-43 yeast inh | GLP-1R agonist | PTHR1 agonist | Abeta rescue | aSyn yeast inh | FUS suppressor | GLP-1R inv ag | D3 antag
COc1ccc(C(C)=O)cc1COC(=O)c1ccc(S(=O)(=O)N2CCOCC2)cc1 | i | 1% | -9% | -9% | 6% | 8% | -1% | 6% | 19
COc1ccc(-c2cc(C(=O)Nc3cccc(C(C)=O)c3)no2)cc1OC | . | 0% | . | i | 9% | . | -7% | 26% | .
CSc1nc2ccc(N3C(=O)C4CCCCC4C3=O)cc2s1 (configuration not stated) | i | 9% | 13% | -67%[inhibitor] | 0% | -1% | 32% | 2% | -20
O=C(CN1C2CCCC1CC(NC(=O)C1CCCCC1)C2)Nc1ccccc1C(F)(F)F (configuration not stated) | i | 11% | 11% | -35% | -7% | -8% | -3% | ? | -2
Cc1cc2c(ncn2Cc2ccccc2)c(N)c1C | i | 2%[9.22 µM] | 8% | i | 0% | -4% | 24% | 2%[7.66 µM] | -15
CS(=O)(=O)N(CC(N)=O)Cc1ccc(Cl)cc1 | i | -1% | 1% | -7%[57.5 µM] | 17% | -2% | -22% | 4% | -17
Cc1ccc(CNC(=O)CSc2nc(N3CCCCC3)nc(N3CCCCC3)n2)cc1 | i | -7% | -6% | -3% | 4% | 0% | 9% | ? | 10
C[C@H](O)[C@@H]1C(=O)N2CCc3ccc(N4CCN(C)CC4)cc3[C@@H]2C[C@@H]1N(C)C(=O)Nc1cc(Cl)cc(Cl)c1 | i | 15% | 10% | i | 8% | 0% | -12% | -12% | 43
O=C(NCCc1cccs1)c1ccc(Cl)c(Cl)c1 | i | 11%[9.22 µM] | 12% | -26% | -2% | 0% | 9% | ? | 6
COc1ccc(C(C)=O)cc1COC(=O)Cc1cc(OC)c(OC)c(OC)c1 | i | 12% | 27% | -8% | 6% | 2% | 8% | 32%[activator] | 18
Cc1ccc2[nH]c(C)c(CC(=O)NCc3ccccc3)c2c1 | i | -3% | 1% | i | -1% | 0% | 4% | ? | -2
Cc1cnc(C)c(Nc2nc(C(N)CCc3ccccc3)cs2)n1 (configuration not stated) | i | 17% | 0% | i | -7% | 4% | 9% | ? | 8
Cc1cc(NS(=O)(=O)c2cn(C)c(C)n2)ccc1Br | . | 14% | -1% | -4% | -12% | -1% | -22% | 12% | .
COc1cccc(NC(=O)COC(=O)CCC(=O)c2cccs2)c1 | i | 11% | -7% | i | -20% | -6% | -1% | -2% | -28
CCN(C(=O)c1c(C)cc(=O)oc1C)c1ccc2c(c1)OCO2 | i | 1% | -4% | i | 7% | -2% | 9% | 3% | 19
C[C@@H]1CN([C@@H](C)CO)S(=O)(=O)c2ccc(Br)cc2O[C@@H]1CN(C)Cc1cccnc1 | i | 11% | -7% | -16% | -9% | -5% | -3% | 4% | -5
CCOC(=O)C1CCCN(S(=O)(=O)c2cc(-c3cc(C)no3)ccc2C)C1 (configuration not stated) | . | 35µM* | . | -41%[inhibitor] | -20% | . | ? | -15% | .
Cc1cc(N2CCOCC2)ccc1/C=C\[N+](=O)[O-] | i | -89%[inhibitor] | -5% | -37%[inhibitor] | -94%[inhibitor] | -67%[inhibitor] | 4% | ? | 8
C/C(=N\N=C(/C)c1cccc(N)c1)c1cccc(N)c1 | i | -14% | 13% | -3% | -15% | 0% | -19% | 25% | -20
Fc1ccccc1NC(=S)NCCc1ccccc1 | i | ? | 5% | -16% | -8% | -18% | 3% | ? | 9
C=CCn1c(N)c(C(=O)Nc2ccc(C)cc2)sc1=S | i | 20% | -2% | -49% | 11% | 3% | 10% | 12% | 5
COC(=O)c1cnc(SCc2ccc([N+](=O)[O-])cc2)n1C | i | ? | 12% | i | -12% | 8% | -13% | 10% | 12
COc1ccccc1/C=C/C=c1\sc2nc(=O)c(Cc3ccccc3)nn2c1=O | i | -16% | 1% | -33%[inhibitor] | 3% | 12% | ? | -23% | ?
Cc1onc(-c2ccccc2Cl)c1C(=O)N1CCN(c2nc3ccccc3s2)CC1 | i | ? | 8% | -17%[57.5 µM] | -4% | 24% | 18% | ? | -23
O=C(CSc1ccc(-c2ccc(F)cc2)nn1)NCCc1ccccc1 | i | 2% | -1% | i | 6% | -7% | 1% | -5%[7.66 µM] | -2
SMILES | pAkt inh | TDP-43 yeast inh | GLP-1R agonist | PTHR1 agonist | Abeta rescue | aSyn yeast inh | FUS suppressor | GLP-1R inv ag | D3 antag
CCOc1ccc(CCNS(=O)(=O)c2cc(Br)cc3c2N(C(C)=O)CC3)cc1OCC | . | 13% | . | i | -9% | . | 11% | 48%[activator] | .
Cc1cc(=O)[nH]c(N/N=C/c2c(C)nn(-c3ccc(F)cc3)c2Cl)n1 | i | -12% | 1% | -25% | -7% | 1% | -10% | 32%[activator] | 3
Cc1cccc(NC(=O)CN(C)C(=O)C2CC2)c1C | i | -2% | -3% | i | -15% | 0% | . | 7% | 0
COc1ccc2oc(C(=O)OCC(=O)N3CCN(C(C)=O)CC3)c(C)c2c1 | i | 7% | -12% | -17% | -6% | 0% | -6% | 4% | 15
COc1ccc(CC(=O)Nc2ccc3c(c2)CCC3)cc1S(=O)(=O)N1CCOCC1 | i | 7% | 3% | -7%[57.5 µM] | 1% | 0% | 8% | 2% | -3
O=C(NC1CCN(Cc2ccccc2)CC1)C1CCN(S(=O)(=O)c2ccccc2)CC1 | i | -21% | 11% | -15% | 0% | -2% | 5% | ? | -11
O=C1OCc2ccc([N+](=O)[O-])cc21 | i | -12% | 3% | i | 3% | -1% | -17% | 5% | 17
O=C(COc1ccc2c3c(c(=O)oc2c1)CCC3)Nc1ccc(CN2CCOCC2)cc1 | i | 4% | 1% | -41% | 4% | 2% | -4% | 19% | 15
CCCOc1ccccc1C1NC(=O)NC(C)=C1C(=O)OCc1ccccc1 (configuration not stated) | i | -12% | 3% | ? | 13% | 18% | 9% | -2% | -12
CCOC(=O)c1oc2c(C)c(O)ccc2c(=O)c1-c1nncn1-c1ccccc1 | i | 0% | 9% | i | 0% | -4% | 31% | 8% | -11
Cc1ccc2c(c1)N(CC(=O)NC1CCCC1)C(=O)C(C)O2 (configuration not stated) | i | 14% | 2% | i | 8% | ? | -4% | 12% | 6
Cc1cc2occ(CC(=O)N(CCC(C)C)c3c(N)n(Cc4ccccc4)c(=O)[nH]c3=O)c2cc1C | i | -7% | 8% | -64%[inhibitor] | 10% | -9% | 2% | 31%[activator] | 0
CC(=O)Nc1cccc(C(=O)OCC(=O)NNC(=O)c2cccs2)c1 | i | -2% | -3% | 5% | 0% | -6% | 1% | 4% | 6
COc1ccc(N2C(=O)C(Cl)=C(N3CCCC3)C2=O)cc1 | i | 11% | 0% | -38%[inhibitor] | -12% | 5% | 30% | 14% | 11
COc1cccc(CNC(=O)c2ccc(C)c(NC3=NC4CS(=O)(=O)CC4S3)c2)c1 (configuration not stated) | i | -20% | -7% | -12% | -13% | 0% | 6% | 3% | 0
CCn1c(SC(C)C)nnc1-c1cc(-c2ccccc2)sc1N | i | ? | 2% | . | -24% | -1% | ? | ? | ?
O=C(Nc1ccc(F)cc1)c1cccc2c1C(=O)N(Cc1ccccn1)C2 | i | ? | 7% | -6%[57.5 µM] | -2% | 4% | 1% | 49%[activator] | 20
CC1(C(=O)Nc2nnc(SCc3ccccc3)s2)Cc2ccccc2C(=O)O1 (configuration not stated) | i | ? | 0% | -25% | -18% | 0% | ? | -23% | -17
O=C(O)c1ccc(NC(=S)N2CCCCC2)cc1 | i | 9% | 2% | -22% | -8% | 5% | 13% | 3% | 5
CCCS(=O)(=O)NC(=O)C1(C)CCN(C(=O)c2cccc(C)c2C)C1 (configuration not stated) | i | 17% | 17% | i | -8% | 3% | -18% | 15% | -8

Sorted by value in GLP-1R agonist (ascending): three of the compounds above
mol	GLP-1R agonist
CC1(C(=O)Nc2nnc(SCc3ccccc3)s2)Cc2ccccc2C(=O)O1 (configuration not stated)	0%
COc1ccc(CC(=O)Nc2ccc3c(c2)CCC3)cc1S(=O)(=O)N1CCOCC1	3%
CCCS(=O)(=O)NC(=O)C1(C)CCN(C(=O)c2cccc(C)c2C)C1 (configuration not stated)	17%

Structural class: the entries above containing an aryl thioether with sulfur outside any ring.
SMILES | pAkt inh | TDP-43 yeast inh | GLP-1R agonist | PTHR1 agonist | Abeta rescue | aSyn yeast inh | FUS suppressor | GLP-1R inv ag | D3 antag
CSc1nc2ccc(N3C(=O)C4CCCCC4C3=O)cc2s1 (configuration not stated) | i | 9% | 13% | -67%[inhibitor] | 0% | -1% | 32% | 2% | -20
Cc1ccc(CNC(=O)CSc2nc(N3CCCCC3)nc(N3CCCCC3)n2)cc1 | i | -7% | -6% | -3% | 4% | 0% | 9% | ? | 10
COC(=O)c1cnc(SCc2ccc([N+](=O)[O-])cc2)n1C | i | ? | 12% | i | -12% | 8% | -13% | 10% | 12
O=C(CSc1ccc(-c2ccc(F)cc2)nn1)NCCc1ccccc1 | i | 2% | -1% | i | 6% | -7% | 1% | -5%[7.66 µM] | -2
CCn1c(SC(C)C)nnc1-c1cc(-c2ccccc2)sc1N | i | ? | 2% | . | -24% | -1% | ? | ? | ?
CC1(C(=O)Nc2nnc(SCc3ccccc3)s2)Cc2ccccc2C(=O)O1 (configuration not stated) | i | ? | 0% | -25% | -18% | 0% | ? | -23% | -17

These rows are one share of the data. The share of hits here may be higher or lower than overall.
